IkB sig inh: IkB pathway inhibition in ABC-DLBCL cells; Potency, µM (doses to about 57.1 µM), for inactives: at the highest dose IkBa stabilization activation; ABC-DLBCL IkBa-CBG/CBR dual luciferase ratio, 4 h; response scale: scaled: untreated 0%, proteasome inhibitor 100%; hit rate 0.04% among 110,000; AID 445; active = well fitted curve in the direction sought with a large enough effect in the signal ratio, not every such curve was filed as active; inconclusive = small, poorly fitted or top-dose-only effect, or a change in a side signal; the % refers to the signal ratio;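 note: the direction sought is a rising ratio; 0% = basal untreated cells and 100% = reference inhibitor full response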
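In this assay, an IκBα–CBG68 fusion accumulates when IKK-driven degradation is blocked; native CBR normalizes for cell number. OCI-Ly3 cells were treated 4 h with compound and doxycycline, then green and red light read after Chroma-Glo addition.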
p53ts 39C kill: p53ts cell cytotoxicity, nonpermissive temperature; H1299-p53A138V viability at 39C, ATP luminescence, 24 h; Potency, µM (titrated, usually from 46.1 µM), for inactives: at the top dose activity change, negative = cell killing, actives largely listed as cytotoxic; hit rate 1.5% among 130,000; note: nearly all actives have a fitted effect of over 55% in size
Peg3 imprint: inducers of genomic imprint erasure in mouse ES cells. hit rate 0.02% among 110,000. mouse ES Peg3-LacZ reporter, beta-gal luminescence, 40 h. AID 1948. Potency, µM (top dose mostly 60.7 µM), inactives show at the top dose activity change, positive = activation, most hits filed as activators;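 note: 0% = negative control wells on the plate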
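Readout: BetaGlo luminescence (5 min, room temp) for LacZ from the normally silent maternal Peg3 allele in female Peg3LacZ-Neo ES cells. Cells 300/well, 40 h, 37C, 5% CO2. Data normalized per plate to negative controls.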
p53ts 32C kill: cytotoxicity in p53ts cells at permissive temperature. H1299-p53A138V at 32C, ATP luminescence viability, 24 h. Potency, µM (top dose mostly 46.1 µM), without a hit: at the highest dose activity change, negative = cytotoxicity, most hits filed as cytotoxic. hit rate 0.93% among 130,000. AID 924;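 note: 0% = DMSO and -100% = full killing by reference compound; nearly all actives have a fitted effect of over 55% in size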
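ATP-content luminescence (ATPlite) read-out after 24 h compound exposure at 32C in H1299-p53A138V cells (600/well). Tested up to 46 uM. Normalized to DMSO (0%) and 100 uM tamoxifen (100% killing); Hill-fit AC50.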
An asterisk follows results filed as active; ? = inconclusive; · = no result given; [ ] = dose if it differs, or a comment. Unless noted, calls come from the whole dose curve; as a rule, active = well fitted curve in the direction sought with a large enough effect; inconclusive = small, poorly fitted or top-dose-only effect, or another doubt; inactive = no such curve, though single readings can be large; an effect the other way counts as inactive or inconclusive. Unless noted, % is set by controls: 0 for no effect and ±100 for the full control effect; potency is the fitted concentration of half-maximal effect.

compound,Peg3 imprint,IkB sig inh,p53ts 32C kill,p53ts 39C kill
CCn1c(SCC(=O)NCc2ccc(F)cc2)nc2c(c1=O)SC(C)C2 (stereo not drawn),-14%,-0.3%,10%,5%
O=C(Nc1cccc(Cl)c1Cl)c1cc(S(=O)(=O)N2CCC3(CC2)OCCO3)ccc1F,-31%[inhibitor][10.9 µM],?,-19%,?
CCN1C(=O)CC(C(=O)O)SC1=Nc1ccc(OC)cc1 (stereo not drawn),-1%,-0.4%,1%,0%
COCCn1c(=NC(=O)CSCC(=O)NC2CCCCC2)sc2cc(OC)ccc21,-6%,0.6%,6%,5%
CNc1ccccc1C(C)(C)c1cc(-c2ccco2)n[nH]1,-25%,11%,4%,9%
O=C(CN1C(=O)CSc2ncccc21)N1CCOCC1,-9%,-0.6%,1%,17%
O[C@]1(c2ccccc2)c2ccccc2NC2=NCCN21,-12%[10.9 µM],0.8%[11.4 µM],-3%[9.22 µM],16%[9.22 µM]
CCOC(=O)c1c(C)n(C(=O)c2ccco2)c(=O)n1C(=O)c1ccco1,4%,0.6%,-1%,-1%
CCOC(=O)C1=C(CN2CCN(c3ccccc3)CC2)NC(=O)NC1c1ccc(C)cc1 (stereo not drawn),-15%[10.9 µM],-2.8%,5%,3%
Cc1cc(C)n(C2=NS(=O)(=O)c3ccccc32)n1,2%,0.4%,1%,0%
COc1cc2c(=O)c(S(=O)(=O)c3ccc(F)cc3)cn(Cc3ccc(Cl)cc3)c2cc1OC,13%[10.9 µM],?,2%,-3%
CN(C)Cc1ccccc1-c1cncnc1NCc1cccnc1,17%,-0.6%[11.4 µM],-3%,7%
CCCCn1c(C(C)NC(=O)c2ccccc2)nc2ccccc21 (stereo not drawn),-5%[10.9 µM],?,-7%,9%
CC1CCN(C(=O)CN2C(=O)C(=O)c3ccccc32)CC1,-20%,1.0%,3%,0%
CC(=O)N1CCCc2cc(S(=O)(=O)N3CCC(C(=O)N(Cc4ccccc4)C(C)C)CC3)ccc21,-14%[10.9 µM],1.7%,-6%,-15%
CC(C)Oc1ccc(CNC(=O)c2ccc3c(c2)nc2n3CCOC2)cc1,-7%[10.9 µM],-1.5%,2%,-2%
CC(C)C(c1nnnn1Cc1cccs1)N1CCN(C2CCCC2)CC1 (stereo not drawn),-10%,-0.4%,-5%,2%
COc1ccccc1C(=O)N1CCN(c2nc3cc(C)c(C)cc3cc2C#N)CC1,-18%,?,7%,0%
Cc1ccc(=O)n(C(C(=O)NCc2ccco2)C(=O)c2ccc(F)cc2)c1 (stereo not drawn),20%,1.4%,6%,2%
Cc1ccc(Cl)cc1NC(=O)CSC1=Nc2ccccc2C2=NC(Cc3ccccc3)C(=O)N12 (stereo not drawn),-12%[10.9 µM],?,9%,-15%
COc1cc2[nH]c(=S)n(CCCN3CCOCC3)c(=O)c2cc1OC,-14%,-3.1%,4%,8%
COc1ccccc1N1CCN(Cc2cccc(OC)c2OC)CC1,-12%,-0.6%,-12%,-5%
CN1CCN(Cc2ccc(OCc3ccccc3)cc2)CC1,-25%,-1.1%,?,-27%
Cc1ccsc1CN(Cc1ccco1)C(=O)c1ccc(Cl)cc1,-13%[10.9 µM],?,-2%,?
Cc1ccc2oc3c(c(=O)c2c1)C(c1cccc(O)c1)N(Cc1ccccc1Cl)C3=O (stereo not drawn),-12%[10.9 µM],?,-3%,?
CCN1CCN(C(c2ccccc2)c2c(O)cc(C)n(CCOC)c2=O)CC1 (stereo not drawn),16%[10.9 µM],2.3%,8%,4%
COCCn1c(=O)c(CCc2ccccc2)nc2cnc(Oc3ccccc3)nc21,-10%,2.9%[11.4 µM],8%,-5%
CSc1nc(Nc2ccc(C)cc2C)cc(-c2ccccc2)n1,-10%[10.9 µM],?,-4%,-9%
c1ccc(Cc2nc(-c3ccccn3)no2)cc1,-34%[inhibitor],5.5%,-23%,-14%
CCOc1ccc(-c2nnn(CC(=O)NCc3ccc4c(c3)OCO4)n2)cc1,·,·,7%,-22%
COC(=O)CN1C(=O)C(O)(CC(=O)c2ccc(Cl)cc2)c2ccccc21 (stereo not drawn),-12%,1.1%,-9%,4%
NS(=O)(=O)c1ccc(NC(=O)COc2ccc(S(=O)(=O)NC3CCCCC3)cc2)cc1,19%[10.9 µM],2.9%,6%,11%
CCC1SC2=NCCN2C1(O)c1ccc(Cl)cc1 (stereo not drawn),-17%,2.1%,-1%,-4%
COc1cc(C(=O)N2CCN(C(=O)COc3ccc4ccccc4c3)CC2)cc(OC)c1OC,-15%,1.0%,?,-27%
Cc1ccc(Cn2c(CCCNC(=O)c3ccco3)nc3ccccc32)cc1,-6%[10.9 µM],-1.6%,2%,-15%
O=C(O)c1ccc(NC(=O)C2C3CCC(C3)C2C(=O)O)cc1 (stereo not drawn),-8%,-0.4%,-2%,4%
C[C@]1(C(=O)NCCN2CCOCC2)C=C[C@@H](Cc2ccccc2)N1C(=O)c1ccccc1,-10%,·,-2%,4%
COc1cccc(-n2c(-c3ccc(C)cc3)cc3c2CC(C)(C)CC3=O)c1,-13%[10.9 µM],?,6%,?
O=C1OCc2cc(NC(=O)C3CCCO3)ccc21 (stereo not drawn),-20%,-0.4%,-2%,-5%
CC(C)(C)C1=Nn2c(nnc2-c2n[nH]c3c2CCC3)SC1,-4%,-1.6%,3%,9%
O=C(Nc1ccccc1)N(O)c1ccc(Cl)cc1,-56%[inhibitor],2.8%,-14%,-17%
O=C(Nc1c(C(=O)N2CCCCC2)cnn1-c1ccccc1)c1ccccc1,6%,2.5%,0%,0%
COc1ccc(/C=C\c2onc(C)c2S(=O)(=O)N2CCC(C(=O)Nc3ccc(F)cc3F)CC2)cc1,-7%[10.9 µM],0.8%,-5%,0%
CC1CC(=O)N(CC(=O)Nc2ccc3c(c2)OCO3)c2ccccc2S1 (stereo not drawn),·,·,5%,-2%
CC1(C)CC(=O)C(C=NCc2ccccn2)=C(O)C1,-5%,-0.6%,-7%,4%
CCOC(=O)c1cccc(NC(=O)CNC(=O)C2CCCCC2)c1,·,·,6%,1%
CCOc1ccc(NC(=O)CN2CCN(CC(=O)Nc3ccc(F)cc3F)CC2)cc1,-13%[10.9 µM],?,-2%,-7%
O=C(Nc1ccccc1C(=O)O)c1cccc(S(=O)(=O)N2CCCC2)c1,-34%[inhibitor][10.9 µM],-6.7%,?,?
Cn1c(=O)cc(OCC(=O)N2CCN(c3ccc(F)cc3)CC2)c2ccccc21,-13%[10.9 µM],0.2%,-8%,-15%
Cc1ccc(C)c(CN2C(=O)c3ccccc3S(=O)(=O)c3ccc(C(=O)N4CCCCC4)cc32)c1,-8%[10.9 µM],?,23%,-4%
Cc1cc(C)n(-c2nc3cc(Cl)ccc3nc2N2CCN(c3cccc(C)c3C)CC2)n1,11%[10.9 µM],3.7%,7%,-6%
COc1ccc(-n2c(C)cc(C(=O)COC(=O)Cn3cnc4ccccc43)c2C)cc1,-16%,?,-3%,-13%
CC(C)(C)c1ccccc1NC(=O)CSc1nc(-c2cccs2)cc(C(F)(F)F)n1,-12%[10.9 µM],3.9%,7%,-5%
COc1ccccc1NC(=O)CSc1nc2nccnc2c(=O)n1CCc1c[nH]c2ccccc12,-7%[10.9 µM],-0.6%,-4%,-5%
CCOc1ccc(C(=O)N2CCCC2)cc1,·,·,-23%,10%
CCc1ccc2occ(CC(=O)NCc3ccccc3)c2c1,24%[10.9 µM],?,?,?
COCc1nnc(NC(=O)c2ccc(S(=O)(=O)N(C)C3CCCCC3)cc2)o1,-25%,0.3%,-27%,?
Cc1[nH]nc2c1C(c1ccccc1F)NC2=O (stereo not drawn),-5%,0.0%,6%,3%
Cc1nn(CC(=O)N2CCC(C)CC2)c(=O)c2cc3occc3n12,-11%[10.9 µM],-0.3%,5%,21%
CSc1nncc(-c2ccc(F)cc2)n1,·,-5.1%,-8%,8%

Next section.
compound,Peg3 imprint,IkB sig inh,p53ts 32C kill,p53ts 39C kill
COc1ccc(COC(=O)NNC(=O)c2ccc(OC)cc2)cc1,·,·,1%,4%
O=C(NC1CCCCC1)c1cc(Nc2ccccc2)nc2ccccc12,10%[10.9 µM],-0.8%,3%,-10%
CCCCOc1ccc(-c2nnn(C(C)(C)C(=O)OC)n2)cc1,·,14%,-12%,-18%
C=CCNC(=O)C1CC(=O)N(c2ccc(C)cc2)C1 (stereo not drawn),1%,11%,3%,-1%
CN(c1ncnc2c1c(-c1ccccc1)cn2-c1ccc(F)cc1)C1CCCCC1,-18%[10.9 µM],-1.7%,-5%,-6%
COc1ccc(CNc2cc(-c3ccoc3)ncn2)c(OC)c1,-15%,0.6%[11.4 µM],4%,-8%
Cc1ccc(CN(C(=O)c2ccc(OCC(C)C)cc2)c2ccccn2)o1,-13%[10.9 µM],-1.8%,-9%,-16%
Cc1ccc(CN2CCCn3nc(C(=O)NCCC(C)C)cc3C2=O)cc1,-6%[10.9 µM],-3.0%,2%,12%
COc1ccccc1N1CCN(c2ccc3cc(S(=O)(=O)N4CCCCC4)ccc3n2)CC1,-14%[10.9 µM],?,4%,-22%
COc1ccc(OC)c(S(=O)(=O)N2CCC(C(=O)N3CCc4ccccc4C3)CC2)c1,-19%,-1.9%,-3%,9%
Cc1c(-c2nc(-c3ccc4c(c3)OCO4)no2)nnn1-c1ccc(Br)cc1F,11%[10.9 µM],-4.0%,-6%,-19%
COc1ccc(N2CCN(C(CNS(=O)(=O)c3ccc(OC)c(C)c3)c3ccco3)CC2)cc1 (stereo not drawn),?,-0.1%,-2%,-4%
O=C(COc1ccccc1)Nc1ccc2nc(SCC(=O)N3CCc4ccccc43)sc2c1,-12%[10.9 µM],0.2%,-11%,-6%
CCOc1ccccc1C1N(c2ccc(F)cc2)C(=O)C2CCCN21 (stereo not drawn),-16%,-0.2%,-2%,-12%
COc1ccc(N(Cc2nnc3n2CCCCC3)C(=O)Nc2ccc(Cl)cc2)cc1Cl,3%[10.9 µM],-0.3%,4%,-12%
CCOC(=O)c1ccc(S(=O)(=O)Nc2ccccc2-c2nnn(CC)n2)cc1,-20%,?,-4%,-5%
CC(=O)Nc1nnc(Cc2ccccc2)s1,-6%,0.8%,13%,-13%
CCCN1C(=O)C2(c3ccccc31)c1c(oc3ccc(F)cc3c1=O)C(=O)N2CCCOC(C)C (stereo not drawn),-12%[10.9 µM],?,13%,-5%
COCC(=O)N1CCC[C@@]2(CCN(C(=O)Nc3ccccc3)C2)C1,·,3.2%[11.4 µM],-1%,1%
Cc1nnc(SCCn2c(N3CCN(C)CC3)nc3c2c(=O)n(C)c(=O)n3C)s1,-2%,-3.4%,-4%,14%
CCC(=O)N1CCc2cc(Br)cc(S(=O)(=O)CCC(=O)N3CCN(c4cc(C)ccc4C)CC3)c21,1%[10.9 µM],0.9%,9%,22%
COc1ccc(C)cc1NC(=O)c1cc(S(=O)(=O)N2CCN(c3cccc(C)c3C)CC2)ccc1F,-16%[10.9 µM],1.6%,4%,-14%
N=C1C(c2nc3ccccc3s2)=C(O)CN1CCCO,-4%,0.5%,0%,-3%
CCCS(=O)(=O)N1CCC(C(=O)NCc2ccco2)CC1,-19%,0.9%,-7%,-16%
CCCCCNC(=O)CCn1c(=O)oc2ccccc21,1%,9.6%,20%,?

Entries shown so far that contain a thiophene ring, fused or not, in the order listed:
compound,Peg3 imprint,IkB sig inh,p53ts 32C kill,p53ts 39C kill
CC(C)C(c1nnnn1Cc1cccs1)N1CCN(C2CCCC2)CC1 (stereo not drawn),-10%,-0.4%,-5%,2%
Cc1ccsc1CN(Cc1ccco1)C(=O)c1ccc(Cl)cc1,-13%[10.9 µM],?,-2%,?
CC(C)(C)c1ccccc1NC(=O)CSc1nc(-c2cccs2)cc(C(F)(F)F)n1,-12%[10.9 µM],3.9%,7%,-5%
